Screening results: PubChem BioAssay, National Center for Advancing Translational Sciences (NCATS)
TSHR antagonist = Antagonists of the Thyroid Stimulating Hormone Receptor: HTS campaign. hit rate 0.2% among 330,000. activity change, negative = inhibition, % at 11.5 µM. TSHR-expressing cells, TSH-stimulated cAMP HTRF, 2 h; hits give low values. Thyrotropin receptor (Homo sapiens), P16473;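 active = activity change below a set negative limit, meaning inhibition stronger than a set level, cut at about -70% in these data; inconclusive = activity change between two set negative limits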; note: % is set by controls: 0 for no effect and ±100 for the full control effect
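Cell-based HTRF cAMP assay; TSHR cells + compound, TSH EC80 (4nM final), 2 h, 37 deg C. Lysis with anti-cAMP cryptate and cAMP-d2, 30 min RT, read 665/620 nm.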
AT treatment = qHTS Assay for Identifying a Potential Treatment of Ataxia-Telangiectasia. hit rate 0.19% among 320,000. Potency, µM (series often up to 57.5 µM), for inactives: at the highest dose activation, hits mostly activators. […] A-T fibroblasts, KAP-1 phosphorylation AlphaLISA; neocarzinostatin DNA damage 30 min before lysis; note: potency is the fitted concentration of half-maximal effect; % of control where 0% means no effect; nearly all actives have a fitted effect of over 45% in size
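hTERT-immortalized A-T patient fibroblasts ([…]), 500 cells/well in OPTI-MEM, 1% FBS, got compounds for 60 min, then NCS for 30 min at 37C. Lysates were then assayed for phospho-KAP-1 by AlphaLISA (anti-pKAP1 donor, anti-KAP1 acceptor beads), 6 hr at 25C.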
TCR act = Activators of T cell receptors: qHTS campaign | Potency, µM (highest dose often 9.22 µM), for the others: at the top dose activation of IL-2 secretion, most hits filed as activators | 330,000 tested, under 10 active | primary human leukocytes, anti-CD3, IL-2 HTRF, 48 h; note: % of control where 0% means no effect
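HTRF read-out of IL-2 secretion: europium cryptate donor excited at 320nm, d2 acceptor emission at 665nm. Cells were primary human leukocytes incubated 48 hr with compounds and a-CD3 beads, supplying TCR signal only.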
Tb PFK block = qHTS Assay to Find Inhibitors of T. brucei phosphofructokinase | ATP-dependent 6-phosphofructokinase (Trypanosoma brucei brucei), O15648 | Potency, µM (series often up to 57.5 µM), for the others: at the highest dose activity, negative = inhibition, usual class: inhibitors | AID 485367, 2010 | hit rate 0.17% among 330,000 | T. brucei PFK, ADP-Glo luminescence;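 note: potency is the fitted concentration of half-maximal effect; 0% = uninhibited 1x PFK enzyme wells and -100% = no-enzyme wells; nearly all actives have a fitted effect of over 60% in size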
Target sequence (O15648 whole entry, looked up): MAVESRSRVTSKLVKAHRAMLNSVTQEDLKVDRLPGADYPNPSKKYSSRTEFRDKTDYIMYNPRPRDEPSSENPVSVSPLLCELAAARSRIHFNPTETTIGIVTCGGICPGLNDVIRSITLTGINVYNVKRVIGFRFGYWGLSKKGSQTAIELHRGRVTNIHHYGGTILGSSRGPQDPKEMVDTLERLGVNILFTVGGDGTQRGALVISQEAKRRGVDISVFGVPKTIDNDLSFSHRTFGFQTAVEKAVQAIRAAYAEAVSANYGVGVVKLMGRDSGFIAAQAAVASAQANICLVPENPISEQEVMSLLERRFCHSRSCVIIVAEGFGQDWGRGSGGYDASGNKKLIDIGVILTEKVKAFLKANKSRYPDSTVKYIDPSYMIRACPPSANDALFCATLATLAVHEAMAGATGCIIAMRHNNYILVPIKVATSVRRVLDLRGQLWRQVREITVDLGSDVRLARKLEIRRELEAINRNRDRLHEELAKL
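1.25 nM PFK with 0.5 mM F6P and 0.1 mM ATP in 0.1 M TEA pH 8.0, 5 mM MgCl2, incubated 45 min at room temperature; ADP measured by ADP-Glo luminescence; compounds titrated up to 57 uM.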
Eya2 inh = qHTS Assay for Inhibitors of the Phosphatase Activity of Eya2; recombinant Eya2, OMFP fluorescence dephosphorylation (OMFP is methylfluorescein phosphate); hit rate 0.006% among 330,000; AID 488837, 2010; Potency, µM (highest dose often 76.9 µM), without a hit: at the top dose activity, negative = inhibition, most hits filed as inhibitors; note: potency is the fitted concentration of half-maximal effect; % is set by controls: 0 for no effect and ±100 for the full control effect
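Eya2 protein (added as 0.2 uM solution) was preincubated with compound for 10 min at ambient temperature in 50 mM HEPES pH 7.5, 50 mM NaCl, 5 uM MgCl2, 0.05% BSA, 1 mM DTT. OMFP (added at 50 uM) then reacted 10 min; fluorescence read at 485/525 nm.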
S-ASM inh = Inhibitors of Secretory Acid Sphingomyelinase (S-ASM): qHTS; placental ASM, HMU-PC fluorogenic substrate, 60 min; Sphingomyelin phosphodiesterase (Homo sapiens), P17405; Potency, µM (doses to about 57.5 µM), for inactives: top-dose activity change, negative = inhibition, most hits filed as inhibitors; hit rate 0.006% among 340,000; AID 504937, 2011; note: potency is the fitted concentration of half-maximal effect
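Human placenta-derived ASM enzyme was preincubated with compound for 10 minutes at room temperature, then given fluorogenic substrate HMU-PC0 (9 uM final) for 60 minutes at 37 °C; a pH 10 stop preceded fluorescence reading at Ex 386/Em 447 nm.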
TSG101-PTAP inh = qHTS Assay for Iinhibitors of HIV-1 Budding by Blocking the Interaction of PTAP/TSG101. Tumor susceptibility gene 101 protein (Homo sapiens), Q99816. Fluorescence polarization, FITC-PTAP peptide / Tsg101 binding. Potency, µM (highest dose often 115 µM), for inactives: at the top dose activity change, negative = inhibition, actives largely listed as inhibitors. 340,000 tested, under 10 active. AID 493005, 2010; active = well fitted inhibition curve with a large enough effect in the main read-out, with a control signal flat, not every such curve was filed as active; inconclusive = small, poorly fitted or top-dose-only effect, or effect the other way, or a change in a side signal; inactive = no such curve, though single readings can be large or run the other way; note: potency is the fitted concentration of half-maximal effect; % of control where 0% means no effect
Target sequence (Q99816 whole entry, looked up): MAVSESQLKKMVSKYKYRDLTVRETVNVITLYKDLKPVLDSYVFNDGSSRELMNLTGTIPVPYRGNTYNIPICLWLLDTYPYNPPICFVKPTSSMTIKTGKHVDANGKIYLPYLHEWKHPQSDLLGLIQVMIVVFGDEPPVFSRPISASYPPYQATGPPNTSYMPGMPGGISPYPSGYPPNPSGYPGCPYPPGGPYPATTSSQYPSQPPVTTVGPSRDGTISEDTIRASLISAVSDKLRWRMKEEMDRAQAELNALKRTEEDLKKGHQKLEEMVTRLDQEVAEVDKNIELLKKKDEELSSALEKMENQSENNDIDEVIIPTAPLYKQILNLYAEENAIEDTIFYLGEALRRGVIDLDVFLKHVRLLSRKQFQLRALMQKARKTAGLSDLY
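Tsg101 binding domain (10 uM final) was mixed with compound and a FITC-labeled PTAP peptide (50 nM final) in HEPES pH 7.5 buffer with NaCl, Tween 20, EDTA and TCEP; fluorescence polarization was read after 20 min at r.t.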
Mito fusion yeast = qHTS Assay for Small Molecule Inhibitors of Mitochondrial Division or Activators of Mitochondrial Fusion; S. cerevisiae fusion-defective mutant growth rescue, CellTiterGlo 48 h; Potency, µM (titrated, usually from 46.1 µM), for inactives: top-dose growth rescue (activation), hits mostly activators; hit rate 0.23% among 320,000;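 note: potency is the fitted concentration of half-maximal effect; % of control where 0% means no effect; nearly all actives have a fitted effect of over 45% in size; temperature-sensitive fusion mutants such as fzo1-1 at 37 °C on non-fermentable ethanol glycerol medium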
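Yeast fusion mutant, YPEG (non-fermentable carbon), compound, 48 h at 37C non-permissive; CellTiterGlo added, 10 min RT, luminescence read. Rescued growth = division inhibition.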
BCR signal inh = qHTS Assay to Find Inhibitors of Chronic Active B-Cell Receptor Signaling; ABC-DLBCL IkBa-CBG/CBR reporter, luminescence ratio, 4 h; Potency, µM (top dose mostly 46.1 µM), for inactives: at the highest dose ratio change, negative = lower green/red ratio, most hits filed as inhibitors; hit rate 0.05% among 340,000; AID 493014, 2011; active = well fitted inhibition curve with a large enough effect in the signal ratio, with a control signal flat, not every such curve was filed as active; inconclusive = small, poorly fitted or top-dose-only effect, or effect the other way, or a change in a side signal; the % refers to the signal ratio;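 note: potency is the fitted concentration of half-maximal effect; plate controls were basal doxycycline-induced cells for no effect and cells given 10 µM MG132 for full effect; MG132 reads +100%, hits lower the ratio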
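TMD8 ABC-DLBCL cells carrying doxycycline-inducible green luciferase fused to IkappaBalpha plus unfused red luciferase were exposed to compounds (up to 46 uM) for 4 hrs at 37C. Activity came from the overlap-corrected green/red luminescence ratio.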
Integrin act MD = qHTS for Activators of Integrin-Mediated Alleviation for Muscular Dystrophy; alpha7betagal myoblasts, beta-gal FDG fluorescence, 48 h; Potency, µM (highest dose often 38.3 µM), for the others: top-dose activation, hits mostly activators; hit rate 0.064% among 350,000; AID 624291, 2012;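 note: potency is the fitted concentration of half-maximal effect; 100% = response of the positive control SU9516; nearly all actives have a fitted effect of over 60% in size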
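Alpha7betagal+/- myoblasts (passage 13) were plated 16-24 hr, then exposed to compounds (1:260 dilution of DMSO stock) for 48 hours at 37C. After MPER lysis, β-galactosidase reporter activity was read as FDG fluorescence (ex 480/em 540) after 30 minutes.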
ELG1 DNA repair = qHTS screen for small molecules that inhibit ELG1-dependent DNA repair in human embryonic kidney (HEK293T) cells expressing luciferase-tagged ELG1; HEK293T ELG1-luciferase reporter, luminescence, 16 h; DNA damage induced by 5-fluorouridine; Potency, µM (top dose mostly 46.1 µM), for the others: top-dose activity change, negative = inhibition, hits mostly inhibitors; hit rate 2.3% among 330,000; note: potency is the fitted concentration of half-maximal effect; % is set by controls: 0 for no effect and ±100 for the full control effect; nearly all actives have a fitted effect of over 55% in size
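Step one: seed 2,000 cells per well. Step two: pin-transfer compound or DMSO alongside 5-fluorouridine. Step three: incubate 16 hr, 37 °C, 5% CO2. Step four: add ONE-Glo, wait 30 min, read luminescence.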
The depositor's hits bear a star; ? = inconclusive; · = not tested or not shown; & = joins results of further samples; [ ] = another dose, or the depositor's remark. Unless noted, calls come from the whole dose curve; as a rule, active = well fitted curve in the direction sought with a large enough effect; inconclusive = small, poorly fitted or top-dose-only effect, or another doubt; inactive = no such curve, though single readings can be large; an effect the other way counts as inactive or inconclusive.

Every second line gives: TSHR antagonist, AT treatment, TCR act, Tb PFK block, Eya2 inh, S-ASM inh, TSG101-PTAP inh, Mito fusion yeast, BCR signal inh, Integrin act MD, ELG1 DNA repair
> CN(c1ccccc1C(=O)Nc1ccc(S(=O)(=O)N2CCOCC2)cc1)S(C)(=O)=O
→ 10, -1%, -1%[46.1 µM], ?, -18%, 6%, -1%, -4%, -1%, 31%, 0%
> COc1ccc(C2(CNC(C)=O)CCOCC2)cc1OC
→ -5, -7%, -1%, 1%, 1%, 4%, -6%, 2%, ?, 11%, -7%
> Cc1cccc(N(CC(=O)O)CC(=O)O)c1
→ 2, -1%, -1%[46.1 µM], 1%, -5%, 1%, -1%, -6%, -6%, 10%, 0%
> O=C(CSC1=NCCS1)N1CCCCCC1
→ 30, 8%, 0%, 2%, -4%, 11%, -6%, -3%, -3%, -28%, 18%
> O=C(NCCO)/C(=C/c1ccc2c(c1)OCO2)NC(=O)c1ccc(Br)cc1
→ -11, 5%, -3%, -10%, -6%, -2%, 0%, 4%, -2%, -18%, ?
> O=C(NCc1ccccn1)c1nc(Cn2ccc([N+](=O)[O-])n2)no1
→ -6, -1%, -1%, 3%, 9%, -16%, -1%, -3%, 1%, -11%, 1%
> Cc1ccc2cc(COC(=O)c3ccncc3)c(=O)[nH]c2c1
→ 20, 2%, -5%, 1%, -6%, 4%, -1%, 2%, -9%, 26%, 10%
> CCOC(=O)C1=C(C)NC(=O)CC1c1ccccc1OC (centres undefined)
→ -6, 0%, 1%, 0%, 4%, 2%, -8%, -5%, ?, -1%, 6%
> CCn1c(SCC(=O)N2CCCCC2)nnc1-c1ccc(S(=O)(=O)N2CCN(C)CC2)cc1
→ -4, -1%, -1%, 0%, 23%, -4%, -4%, -3%, 3%, -7%[7.66 µM], 0%
> CC(=O)NC(c1cc(F)c2cccnc2c1O)C1CC1 (centres undefined)
→ -9&-7, -9%&-1%, -3%, 2%&-4%, -11%&4%, 8%, -5%, -3%&-11%, ?, ·, ?
> O=C(CCN1C(=O)c2ccncc2C1=O)Nc1ccc2c(c1)OCCO2
→ -2, -10%, 2%, 2%, 5%, 2%, -5%, -4%, 7%, 0%, ?
> Cc1ccc(C(NC(=O)N2CCCC2)C(Cl)(Cl)Cl)cc1F (centres undefined)
→ 9, -3%, 0%, 0%, -1%, -3%, 0%, 9%, ?, 8%, ?
> COc1nc(Nc2ccc([N+](=O)[O-])cc2)nc(NC2CCCCC2)n1
→ -21, 2%, -4%, 2%, -1%, -22%, -4%, -6%, 18%, 19%, ?
> COc1ccccc1CNC(=O)CN1C(=O)NC2(CCCC2)C1=O
→ 6, 3%, 1%, 7%, -4%, 5%, 1%, 5%, ?, 102%, 2%
> CCOc1ccc(/C=N/NC(=O)c2nnn(-c3nonc3N)c2-c2cccs2)cc1
→ 19, -5%, -1%, 1%, ?, 307%, -2%, -8%, 4%, 1%, 1%
> Cc1c(NC(=O)Cn2[nH]c(=O)c3ccccc3c2=O)c(=O)n(-c2ccccc2)n1C
→ 5, -2%, -5%, 0%, 6%, 0%, -1%, 1%, -2%, -8%, 5%
> COc1cccc(OC)c1C(=O)Nc1ccc(N2CCCCC2)cc1
→ ·, ·, 2%, ·, ·, -2%, -9%, -5%, ·, -12%, ·
> O=C(Cn1ccc(NC(=O)OCc2ccccc2)nc1=O)NCCN1CCOCC1
→ 5, 3%, -1%, 0%, -3%, 6%, -6%, -5%, 8%, 19%, 26%
> CC(/C=C/c1ccccc1)=N/NC(=O)C(O)c1ccccc1 (centres undefined)
→ 3, -3%, 5%[46.1 µM], -1%, -6%, -2%, -6%, -1%, -2%, -7%, ?
> CC(=O)c1ccc(OCCCCCCCOc2ccc(C(C)=O)cc2)cc1
→ 24, -11%, -3%, -2%, -4%, -2%, 2%, -1%, -1%, 7%, 15%
> O=C(/C=C/c1ccccc1Cl)Nn1cnc2ccccc2c1=O
→ 6, 0%, -1%, 2%, -10%, -2%, -6%, 2%, -11%, 0%, ?
> COC(=O)C1=C(N)OC2=C(C(=O)CCC2)C1c1cccs1 (centres undefined)
→ 1, -12%, 2%, 21%, 6%, 3%, -6%, -3%, ?, 18%, 0%
> CC(OC(=O)CCc1nc2ccccc2[nH]c1=O)C(=O)c1ccccc1 (centres undefined)
→ -5, 8%, 0%, -3%, -15%, 1%, -1%, 1%, 3%, 12%, -20%
> Cc1ccc2c(CC(=O)OCc3nc(N)nc(Nc4ccccc4C)n3)coc2c1
→ -8, 6%, ·, -2%, -23%, -11%, -1%, 13%, 0%, -7%, 4%
> O=C(ON=C1CCN(S(=O)(=O)c2ccccc2)CC1)c1ccc(F)cc1
→ -9, 5%, 0%[46.1 µM], -1%, -10%, -1%, -7%, 6%, 0%, 17%, -9%
> CNc1ccccc1C(C)(C)c1cc(-c2cc(C)cc(C)c2)no1
→ 7, 8%, 0%[46.1 µM], -6%, 0%, -2%, -4%, 16%, 24%, -6%, -3%
> Cc1ccc(-c2nnn(CC(=O)N(CC3CCCO3)C(C(=O)NC3CCCC3)c3ccc(O)cc3)n2)o1 (centres undefined)
→ 3, -2%, ·, 1%, 5%, 7%, -11%, 1%, 0%, -23%, -1%
> O=C(COC(=O)C1COc2ccccc2O1)NC(=O)Nc1ccc2c(c1)OCCO2 (centres undefined)
→ 5, -1%, 2%, -1%, -9%, -15%, -2%, 2%, -2%, -14%, ?
> CCOC(=O)Cn1cnc2c(cnn2-c2ccc(Cl)cc2)c1=O
→ -6, 14%, 3%, 0%, -1%, 1%, -4%, 2%, 8%, 1%, ?
> CC(C)C1=CC(=Nc2ccc(S(N)(=O)=O)cc2)C=C(C(C)C)C1=O
→ -2, -3%, 0%, -5%, 1%, -7%, 0%, -5%, ?, -49%[inhibitor], ?
> Cc1cc(C)c2cc(CN(CCO)Cc3nnnn3Cc3ccccc3)c(=O)[nH]c2c1
→ 1, 19%, 2%, 0%, 0%, -1%, 0%, 1%, ?, -15%, -16%

Whole records as entered above:
`CCOc1ccc(/C=N/NC(=O)c2nnn(-c3nonc3N)c2-c2cccs2)cc1` in the list: TSHR antagonist: 19; AT treatment: -5%; TCR act: -1%; Tb PFK block: 1%; Eya2 inh: ?; S-ASM inh: 307%; TSG101-PTAP inh: -2%; Mito fusion yeast: -8%; BCR signal inh: 4%; Integrin act MD: 1%; ELG1 DNA repair: 1%
`O=C(/C=C/c1ccccc1Cl)Nn1cnc2ccccc2c1=O` in the list: TSHR antagonist: 6; AT treatment: 0%; TCR act: -1%; Tb PFK block: 2%; Eya2 inh: -10%; S-ASM inh: -2%; TSG101-PTAP inh: -6%; Mito fusion yeast: 2%; BCR signal inh: -11%; Integrin act MD: 0%; ELG1 DNA repair: ?

Not a hit list. About 3.2% of those tested had a hit in this group.
